Screens: PubChem, several laboratories
Rv3671c protease: Rv3671c serine protease inhibitors, primary screen, biochemical, fluorescence polarization, M. tuberculosis H37Rv. inhibition, % at 5.96 µM. 320,000 tested, 0.048% active; in the data active = inhibition above about 38%;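 also: extracellular domain of Rv3671c used as enzyme; 0% = enzyme with DMSO and 100% = no enzyme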
Target sequence (P9WHR9 whole entry, looked up, the tested form may be a part): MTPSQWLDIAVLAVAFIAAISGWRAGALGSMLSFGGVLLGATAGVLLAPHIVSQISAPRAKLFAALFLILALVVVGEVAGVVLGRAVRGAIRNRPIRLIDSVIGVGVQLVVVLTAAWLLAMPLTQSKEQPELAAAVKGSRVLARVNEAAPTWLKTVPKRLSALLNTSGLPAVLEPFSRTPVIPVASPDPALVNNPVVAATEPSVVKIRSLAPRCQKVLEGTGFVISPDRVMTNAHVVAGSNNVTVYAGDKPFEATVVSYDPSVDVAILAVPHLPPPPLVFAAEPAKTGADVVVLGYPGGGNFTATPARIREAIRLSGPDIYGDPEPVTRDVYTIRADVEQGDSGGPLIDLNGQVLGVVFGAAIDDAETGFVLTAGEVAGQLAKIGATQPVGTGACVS
TcdB GH inh: TcdB glycohydrolase inhibitors, primary screen, biochemical, single point, plate reader | Toxin B (Clostridioides difficile), P18177 | TcdB glycohydrolase enzymatic assay | inhibition, % at 9.99 µM | 350,000 tested, 0.24% active; in the data active = inhibition above about 10%
VHR inh abs: VHR1 phosphatase inhibitors, primary screen, biochemical, absorbance, uHTS; Dual specificity protein phosphatase 3 (Homo sapiens), P51452; recombinant VHR phosphatase, pNPP absorbance; 290,000 tested, 0.52% active; inhibition, % at 13.3 µM; in the data active = inhibition above about 50%; also: some compounds called inactive have numbers as strong as hits
Target sequence (P51452 whole entry, looked up): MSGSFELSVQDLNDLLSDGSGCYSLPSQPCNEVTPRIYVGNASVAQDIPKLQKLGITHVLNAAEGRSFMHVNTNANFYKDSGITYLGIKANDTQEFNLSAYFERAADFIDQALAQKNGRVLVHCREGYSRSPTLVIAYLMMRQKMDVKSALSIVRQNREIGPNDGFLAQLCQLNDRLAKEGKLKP
3CLpro inhibitor: SARS-CoV 3CLpro protease inhibitors, primary screen, biochemical, quenched FRET. Replicase polyprotein 1ab (Severe acute respiratory syndrome coronavirus), P0C6X7. recombinant SARS-CoV 3CLpro, quenched FRET peptide cleavage. inhibition, % at 6 µM. 290,000 tested, 0.14% active; in the data active = inhibition above about 12%
PfHsp40 yeast: rescue of yeast from PfHsp40 toxicity, primary screen, S. cerevisiae, ATP luminescence. S. cerevisiae expressing PfHsp40, growth rescue. growth rescue, % at 12.5 µM. 340,000 tested, 0.68% active. AID 504582, 2011; in the data active = growth rescue above about 28%, passing the limit was not always enough;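 also: yeast W303a lacking pdr1 and pdr3 grown in galactose medium; growth measured after three days at 30 °C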
SSB-PriA inh: inhibitors of Klebsiella pneumoniae PriA binding to SSB C-terminal tail, primary screen, biochemical, AlphaScreen. inhibition, % at 33 µM. AlphaScreen SSBct-PriA binding, biotinylated peptide. 430,000 tested, 0.6% active; in the data active = inhibition mostly above about 37%, no sharp cut-off; inactive = mostly below about 20%;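 also: plate controls were negative control peptide for no effect and reference peptide for full effect; strong numbers were not always called active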
MazEF act: activators of E. coli MazEF toxin-antitoxin RNase, primary screen, biochemical, fluorescence, uHTS. Endoribonuclease toxin MazF (Escherichia coli (strain K12)), P0AE70. FAM/BHQ RNA-DNA oligo cleavage fluorescence, 5 h. activation, % at 20 µM. 350,000 tested, 0.32% active; in the data active = activation above about 50%
Target sequence (P0AE70 whole entry, looked up): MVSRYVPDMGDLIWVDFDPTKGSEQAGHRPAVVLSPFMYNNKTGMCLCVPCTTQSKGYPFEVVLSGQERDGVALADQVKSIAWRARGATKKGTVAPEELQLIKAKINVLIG
Anthrax LF inh2: Bacillus anthracis LF protease inhibitors, primary screen, biochemical, multiplex microsphere, MLPCN library; AID 588501, 2011; 360,000 tested, 0.12% active; Lethal factor (Bacillus anthracis), P15917; multiplex microsphere protease cleavage assay; inhibition, % at 10 µM; in the data active = inhibition above about 30%; also: plate controls were buffer without enzyme for full effect and enzyme alone for no effect
Yp Topo-I inh: Yersinia pestis topoisomerase I inhibitors, primary screen, biochemical, cleavage product accumulation, plate reader, single point; DNA topoisomerase I (Yersinia pestis CO92); Y. pestis Topo-I cleavage product accumulation; activity, % at 10 µM; 360,000 tested, 0.064% active; in the data active = activity above about 50%, passing the limit was not always enough; also: inactives centre near 2
Vc quorum ag: inducers of Vibrio cholerae quorum light production without autoinducers, primary screen, BH1578 luxS cqsA deficient, single point; V. cholerae BH1578 lux reporter, luminescence, 6 h; activation, % at 18.7 µM; 350,000 tested, 0.16% active; AID 588436, 2011; in the data active = activation mostly above about 9.7%, no sharp cut-off; also: not every result past the cut was called active; inactives centre near 0; reference of the scale not given here
An asterisk follows results filed as active; i = inactive; nt = no result given; & = joins results of further samples. The list is partial; the hit share may differ from the screen's.

structure,Rv3671c protease,TcdB GH inh,VHR inh abs,3CLpro inhibitor,PfHsp40 yeast,SSB-PriA inh,MazEF act,Anthrax LF inh2,Yp Topo-I inh,Vc quorum ag
CCN(CC)S(=O)(=O)c1ccc(N2CCOCC2)c(NC(=O)CN2C(=O)NC3(CCCC3)C2=O)c1,nt,1.4,nt,nt,-0.5,-5,0,-3,4,-0.6
O=C(NC(=S)NCc1ccccc1)c1cccs1,-14,0.1,22,7,-0.6,2,-4,-2,1,-0.6
CCCCN(C(=O)CSc1ncn[nH]1)c1c(N)n(Cc2ccccc2)c(=O)[nH]c1=O,-1,0.8,nt,nt,0.9,-8,4,2,-2,i
CCCCc1nnc(NC(=O)C(C)Sc2nc(N)cc(=O)[nH]2)s1 (stereo unspecified),-1,nt,-9,-6,0.1,-5,-2,4,5,-0.2
CC(=O)c1ccc(NC(=S)Nc2ccn(Cc3ccc(Br)cc3)n2)cc1,-7,1.4,25,1,-0.3,3,9,-1,-7,-0.9
COc1ccc(-c2noc(CN(C)C(=O)c3ccoc3C)n2)cc1OC,-3,0.9,39,-4,-1.4,-6,6,0,0,-2.8
CC1CCc2cc(F)ccc2N1C(=O)CSc1nnc2c3cc(F)ccc3n(C)c2n1 (stereo unspecified),2,nt,-2,3,-0.2,-11,6,-1,2,-0.5
CCn1c(=N)n(CC(=O)c2cccc(OC)c2)c2ccccc21,9,nt,0,nt,-1.0,8,9,-2,1,i
Cc1ccc2c(COC(=O)C3CC(=O)N(c4ccc5c(c4)OCCO5)C3)cc(=O)oc2c1 (stereo unspecified),-2,-1.0,nt,nt,-0.3,-15,-4,-8,31,i
CC(=O)c1ccc(S(=O)(=O)N2CCCc3ccccc32)cc1,0,2.1,0,-2,1.6,-11,4,6,-13,-0.4
CC(=O)c1cccc(NC(=O)C2CCCN2S(=O)(=O)c2ccccc2C(F)(F)F)c1 (stereo unspecified),nt,0.2,nt,nt,nt,nt,4,-3,1,-0.7
CCn1c(=O)cc(OCC(=O)N2CCN(c3cccc(C(F)(F)F)c3)CC2)c2ccccc21,-16,nt,15,1,1.6,-7,-10,-8,-1,-0.1
Nc1nnc(-c2ccc(Cl)c(Cl)c2)s1,-14,0.1,0,6,-0.9,-6,3,-6,1,-0.9
O=C(CCCc1nc(-c2ccccc2Cl)no1)NCc1cccnc1,3,nt,12,1,1.1,-7,2,-4,-4,-0.4
COCCN(C(=O)CSc1nnc(-c2cccc(F)c2)n1N)c1c(N)n(CC(C)C)c(=O)[nH]c1=O,-6,0.3,14,2,1.2,-19,-5,-2,6,-0.1
Cc1csc(SCC(=O)Nc2cccc(C)c2C)n1,-12,0.1,nt,nt,-0.3,-7,3,nt,-5,i
Cc1cc(C)c(S(=O)(=O)Nc2ccc(C(N)=O)cc2)c(C)c1,-2,-1.6,20,-2,-0.6,-13,1,1,-3,-0.3
C=CCNc1ncnc2c1ncn2[C@H]1CN(Cc2ccccc2)C[C@@H](COC(C)=O)O1,nt,0.7,nt,nt,nt,nt,nt,-6,6,i
O=C(Nc1ccc(F)cc1)C1COc2ccccc2O1 (stereo unspecified),-2,1.5,11,0,-1.7,-16,4,3,-1,i
CN(C)c1nc(SCC(=O)Nc2ccc(Cl)c(Cl)c2)nc(N2CCOCC2)n1,-2,-6.7,2,0,-0.2,-4,8,0,6,-0.5
CCC(=O)N(C)C[C@H]1Oc2ncc(C#Cc3cccnc3)cc2C(=O)N([C@@H](C)CO)C[C@@H]1C,nt,0.7&0.7,nt,nt,nt,nt,6,-2,3,-0.4
O=C(NCCCCCc1nc2ccccc2[nH]1)c1ccccc1Cl,-4,-0.9,17,5,-0.5,-3,-3,-6,-9,-0.3
Cc1ccc2[nH]c(O)c(N=NC(=O)C(C)n3cnc4ccccc4c3=O)c2c1 (stereo unspecified),-1,3.2,2,4,0.8,2,3,1,8,-0.2
COc1ccc(CSc2nnc(C)n2N)cc1Br,7,nt,6,-1,-1.3,-2,-8,1,-2,nt
N#Cc1c2c(c(Nc3ccccc3)n3c1nc1ccccc13)CCC2,-9,nt,27,3,1.2,-19,10,-2,1,i
CC12CCC(C(N)=O)(C1Br)C2(C)C (stereo unspecified),2,nt,-4,3,-2.1,-12,3,1,2,-0.3
CCC(=O)Nc1ccc(N2CCN(C(=O)c3cccs3)CC2)cc1,5,0.4,8,0,0.3,3,7,-1,2,-2.0
O=C(Nc1ccc(C(=O)N2CCCC2)cc1)C1CCC1,nt,1.4,nt,nt,-0.8,-8,7,-2,-6,-0.6
O=C(Nc1ccc(-n2cc(Br)cn2)cc1)c1ccncc1,1,1.2,11,2,-0.2,-14,14,nt,-1,-0.5
Cc1cccc(OCC(=O)N2CCN(Cc3cccnc3)CC2)c1,17,-0.3,35,6,1.2,3,0,4,15,i
COc1ccc(CC(=O)N2CCN(c3ccccn3)CC2)cc1,-1,nt,-4,-1,-1.2,-18,8,1,-5,-2.1
Cc1ccc(N2CC(C(=O)N3CCC(C(=O)NCCCOC(C)C)CC3)CC2=O)cc1 (stereo unspecified),8,1.3,2,0,-1.0,-10,8,4,4,-0.5
COC(=O)c1ccccc1NC(=O)COc1ccccc1,-6,nt,-4,-4,0.7,-19,-7,-5,23,-0.5
O=C(NCCc1ccc(F)cc1)C1CCCCC1,4,-0.8,7,6,-0.4,-28,1,-3,-2,-0.3
COc1ccc(-c2nc(CNS(=O)(=O)c3ccc(OC)c(OC)c3)cs2)cc1,2,-7.9,2,0,0.9,-2,2,3,10,-0.4
O=C(NC1CCCCC1)c1cccs1,-2,nt,3,4,-0.1,-2,5,2,1,i
COc1ccc(/C=C/C(=O)Nc2ccccc2C)cc1S(=O)(=O)N1CCOCC1,1,1.5,3,-4,0.7,-6,6,-4,10,i
CC1CN(S(=O)(=O)c2cccc(C(=O)Nc3ccc4c(c3)CCC4)c2)CC(C)O1 (stereo unspecified),0,0.5,2,-2,0.9,-4,-3,0,-6,i
COc1ccc(S(=O)(=O)N2CCCCCC2)cc1NC(=O)Cc1ccc(OC)c(OC)c1,5,0.5,nt,nt,0.1,-11,3,5,34,6.8
O=C(O)c1csc(-n2nc(-c3ccccc3)cc2C(F)(F)F)n1,5,-0.4,14,1,-1.8,-12,-30,4,7,-0.3
COc1ccc(C)cc1NC(=O)C(OC(=O)CNC(=O)c1cc(C)cc(C)c1)c1ccccc1 (stereo unspecified),1,1.2,-8,-3,0.0,-11,4,-1,10,i
CSc1ccc(C(=O)N2CCC(CCC(=O)NC3CC3)CC2)cc1,9,0.9,4,3,-0.7,-4,5,3,-5,i
CCCCCOC(=O)c1ccccc1C(=O)O,5,nt,-12,-1,-0.7,-6,-3,4,-11,i
Cc1ccc(-c2nc3ncccc3o2)cc1NC(=O)CC(C)C,13,nt,-7,8,-0.5,2,4,-3,-5,-0.2
CCCCN(CC)Cc1ccc(CNC(=O)Nc2ccc(OC)cc2OC)o1,2,nt,13,4,1.0,-2,-3,-6,-5,-0.5
COc1ccc(Cl)c(-c2cc(C(=O)NCc3ccco3)[nH]n2)c1,nt,2.3,nt,nt,nt,nt,nt,-10,11,-0.4
CCOC(=O)C1(CC)Oc2ccccc2C(c2ccc(OC)cc2)=C1C(=O)OC (stereo unspecified),nt,-0.1,nt,nt,1.7,-15,-8,-5,34,-1.6
Cc1cccc(NC(=O)C(C)N2C(=O)c3ccccc3S2(=O)=O)n1 (stereo unspecified),4,-1.3,nt,nt,21,-5,-1,-2,-4,i
O=C(N/N=C1\CCc2ccccc21)c1ccccc1O,2,nt,15,-2,-1.1,nt,0,1,-2,-0.3
COc1ccc(CN2CCNC(=O)C2CC(=O)N(C)Cc2nc(C)cs2)c(OC)c1 (stereo unspecified),-7,2.9,13,-1,-0.9,-3,-3,2,7,-3.6

Part of the list above, with values under each structure.
Every second line gives: Rv3671c protease, TcdB GH inh, VHR inh abs, 3CLpro inhibitor, PfHsp40 yeast, SSB-PriA inh, MazEF act, Anthrax LF inh2, Yp Topo-I inh, Vc quorum ag
CCCCCOC(=O)c1ccccc1C(=O)O
→ 5, nt, -12, -1, -0.7, -6, -3, 4, -11, i
Cc1ccc(-c2nc3ncccc3o2)cc1NC(=O)CC(C)C
→ 13, nt, -7, 8, -0.5, 2, 4, -3, -5, -0.2
CCCCN(CC)Cc1ccc(CNC(=O)Nc2ccc(OC)cc2OC)o1
→ 2, nt, 13, 4, 1.0, -2, -3, -6, -5, -0.5
COc1ccc(Cl)c(-c2cc(C(=O)NCc3ccco3)[nH]n2)c1
→ nt, 2.3, nt, nt, nt, nt, nt, -10, 11, -0.4
CCOC(=O)C1(CC)Oc2ccccc2C(c2ccc(OC)cc2)=C1C(=O)OC (stereo unspecified)
→ nt, -0.1, nt, nt, 1.7, -15, -8, -5, 34, -1.6

Later entries
structure,Rv3671c protease,TcdB GH inh,VHR inh abs,3CLpro inhibitor,PfHsp40 yeast,SSB-PriA inh,MazEF act,Anthrax LF inh2,Yp Topo-I inh,Vc quorum ag
CCc1ccc(/C=C2/SC(=S)N(CCCC(=O)Nc3cccc(C(=O)O)c3)C2=O)cc1,nt,-0.7,nt,nt,nt,nt,-2,-5,23,-0.5
CC(C)c1ccc(/C=C/C(=O)NCCC2=CCCCC2)cc1,-5,0.3,3,-2,0.1,-19,1,0,36,-0.3
Cn1c(=O)c2[nH]c(SCCN3CCCCC3)nc2n(C)c1=S,nt,0.7,nt,nt,-0.4,-17,14,4,3,1.0
O=C(COC(=O)Cn1cnc2ccccc2c1=O)Nc1cc(Cl)ccc1[N+](=O)[O-],-5,0.9,2,-2,0.4,4,-4,0,-11,-0.3
CCOc1ccc(N(C(C)C(=O)N2CCOCC2)S(C)(=O)=O)cc1 (stereo unspecified),-3,0.9,-1,-1,0.4,-3,-5,-5,4,2.1
